# esBAF inh: blocks esBAF chromatin remodeling in mouse ES cells; Bmi1-luciferase knock-in reporter, 24 h; 100% = twice the neutral-well signal; reporter increase, % at 12.5 µM; hit rate 2% among 350,000; in the data active means activation above about 40%; inconclusive means no clear call, values can overlap the other calls;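 further: 0% = median of the plate's neutral control wells and 100% = double that signal; a rise in the Bmi1 reporter signal indicates esBAF inhibition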
# RAD54 branch: blocks human RAD54 Holliday junction branch migration; Q92698; FAM/BHQ fluorescence; inhibition, % at 10.4 µM; hit rate 0.14% among 360,000; AID 602329;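 active means mean normalized replicate activity at least 40 and at least half of replicates scoring 40 or more; inconclusive means only one of the two criteria met; inactive means mean below 40 and under half of replicates reaching 40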;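 further: 0% = median of neutral control wells and 100% = median of positive control wells; inhibitors cause a drop in the FAM fluorescence signal; in these data hits start at about 50%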
# Target sequence (Q92698 whole entry, looked up): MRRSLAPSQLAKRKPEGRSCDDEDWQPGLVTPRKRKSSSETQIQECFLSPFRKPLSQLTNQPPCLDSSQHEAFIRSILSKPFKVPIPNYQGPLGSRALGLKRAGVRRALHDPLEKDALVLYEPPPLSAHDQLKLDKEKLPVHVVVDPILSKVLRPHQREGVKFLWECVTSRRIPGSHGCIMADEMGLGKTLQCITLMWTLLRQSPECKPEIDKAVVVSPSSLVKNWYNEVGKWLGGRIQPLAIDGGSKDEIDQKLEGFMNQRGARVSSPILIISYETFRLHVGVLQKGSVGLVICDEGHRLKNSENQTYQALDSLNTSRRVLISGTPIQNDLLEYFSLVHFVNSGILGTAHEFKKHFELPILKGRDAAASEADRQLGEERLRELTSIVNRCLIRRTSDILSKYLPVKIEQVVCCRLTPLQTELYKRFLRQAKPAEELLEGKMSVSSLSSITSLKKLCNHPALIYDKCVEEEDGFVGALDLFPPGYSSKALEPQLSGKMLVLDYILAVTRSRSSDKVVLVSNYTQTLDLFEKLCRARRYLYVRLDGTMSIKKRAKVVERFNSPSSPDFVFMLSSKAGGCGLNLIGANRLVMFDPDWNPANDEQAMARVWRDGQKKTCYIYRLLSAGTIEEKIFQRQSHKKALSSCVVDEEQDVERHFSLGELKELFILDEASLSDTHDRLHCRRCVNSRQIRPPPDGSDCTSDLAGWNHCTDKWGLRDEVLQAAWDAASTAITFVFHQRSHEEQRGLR
# Active calls of the source: *; ? = inconclusive. A portion of the library; count on the stated rates, not on these rows.
SMILES,esBAF inh,RAD54 branch
Cc1ccccc1NC(=O)CSc1nc(N2CCCCC2)nc(N2CCCCC2)n1,-15,-8
CCn1c(NC(=O)c2cccs2)nc2ccccc21,11,2
Cc1oc2c(C)c(O)ccc2c(=O)c1-c1ccc2ccccc2n1,24,-1
CC(OC(=O)c1cccs1)C(=O)NCc1cccs1 (centres undefined),5,5
CCn1nnnc1SCCSc1nnnn1CC,0,-6
Cc1nn(Cc2ccccc2)c(C)c1NC(=O)Cn1nc([N+](=O)[O-])c(Cl)c1C,4,-11
CC1(C)CC(=O)C2=C(C1)N(Cc1cccnc1)C(=O)C2(NC(=O)c1cccnc1)C(F)(F)F (centres undefined),5,11
O=C(C[n+]1ccc(C(=O)N/N=C/c2ccc(Cl)cc2Cl)cc1)c1ccccc1,-2,14
CSc1nc2ccc(NS(=O)(=O)c3ccc4c(c3)OCCO4)cc2s1,-21,-4
Cc1ncsc1CCSc1n[nH]c(=O)n1-c1ccccc1,5,6
CCOC(=O)c1[nH]nc2c1C(=O)N(Cc1ccccc1)C2=O,-11,5
CCCC(C(=O)NCc1ccco1)N(C(=O)CNS(=O)(=O)c1ccc(Cl)cc1)C1CCCC1 (centres undefined),-1,-8
c1cncc(-c2nc(-c3ccco3)cs2)c1,0,-2
N#CCSCC(=O)Nc1ccc(Cl)cc1,-2,-6
CCCCn1c(=O)n(CC(=O)Nc2ccc(C)c(Cl)c2)c(=O)c2c1ncn2Cc1ccco1,-6,-9
Cc1cc2nnn(-c3nnc(-c4ccccc4)c4ccccc34)c2cc1C,5,-4
N#CC(C(=O)C1CCCCC1)c1nc2ccccc2[nH]1 (centres undefined),18,7
O=C(C#Cc1cccc([N+](=O)[O-])c1)c1ccccc1,-26,-1
O=C(/C=C/c1ccccc1Cl)NC(=S)Nc1ccccc1C(=O)NC1CCCCC1,5,10
Cc1cc(C2C(=O)C(C(=O)c3ccc(Cl)cc3)C(=O)CC2(C)C)on1 (centres undefined),-5,-2
Cc1nc2cc(NC(=O)COc3ccccc3C#N)ccc2n1-c1ccccc1,6,-3
CC1(C)NC(=O)N(CCCCOc2cccc(C(F)(F)F)c2)C1=O,1,5
Cc1cc(S(=O)(=O)Nc2c(C(=O)O)[nH]c3ccccc23)ccc1F,-2,-2
O=C(Nc1ccon1)C1CCN(S(=O)(=O)c2cccs2)CC1,-5,4
Cc1oc2c(CN3CCCC3)c(O)ccc2c(=O)c1Oc1ccccc1Br,-5,-3
Clc1ccccc1CSc1nnc(-c2cccnc2)n1Cc1ccco1,2,1
O=C(CCSc1nnc2scc(-c3ccccc3)n12)Nc1nc(-c2ccccc2)ns1,-1,-1
COC(=O)c1sccc1NC(=O)c1ccc(C)o1,5,-8
CCCN1CN(Cc2ccccc2)CC2=C1CC(C)(C)CC2=O,-4,-7
CCCn1c(C)cc(-c2csc(N)n2)c1C,-10,-7
COc1ccc(C2CC(c3ccc(Br)cc3)=NN2C(=O)CSC2=NN3CCCC(=O)N=C3S2)cc1 (centres undefined),-1,-5
COc1ccc(-c2cc(=O)[nH][nH]2)cc1,-5,1
CC(=O)NC1N=C(C)N(c2ccccc2)C1=O (centres undefined),0,17
CCCCn1c(C)nc2c(=O)n(C)c(=O)[nH]c21,-10,3
CCn1c(SC)nnc1C1CCN(S(=O)(=O)c2ccc(OC)cc2)CC1,-1,7
CCC(CC)c1nnc(NS(=O)(=O)Cc2ccccc2)s1,-1,3
O=c1cc(CSc2ccc(S(=O)(=O)N3CCCCC3)cn2)nc2sccn12,0,-24
COc1ccc(Cc2noc(-c3ccc(C)cc3)n2)cc1,37,13
COC1(OC)N=C(N)C2(C#N)C(c3ccc(F)cc3)C12C#N (centres undefined),-13,-17
Cc1ccc(CNc2ccc(N3CCOCC3)c(C(=O)O)c2)s1,4,5
Cc1ccc(CN(Cc2cc3cc(C)ccc3[nH]c2=O)C(=O)N2CCOCC2)cc1,-1,-3
COc1cc(C(c2nnnn2C2CCCC2)N2CCN(C)CC2)cc(OC)c1OC (centres undefined),3,-8
O=C(Nc1ccccc1Oc1ccccc1)c1cnccn1,-3,-3
O=c1nc(N2CCOCC2)nc2n1CCO2,-3,4
CC(C)(C)NS(=O)(=O)c1ccc2c(c1)oc(=O)c1cc(S(=O)(=O)NC(C)(C)C)ccc12,-8,7
COc1ccc(S(=O)(=O)N2CCn3c2nc2ccccc23)cc1,0,2
CC(C)(C)NC(=O)c1cc(NC(=O)c2ccco2)cc(NC(=O)c2ccco2)c1,-7,-4
C#CCSc1nsc(SCC#C)c1C#N,-6,-3
O=c1[nH][nH]c(-c2ccccc2)c1C=Nc1cccc(Cl)c1,-2,4
Cc1cc(C)c(S(=O)(=O)N(C)CC(=O)NC2CCCC2)c(C)c1,1,7
Cc1c(NC(=O)C(C)OC(=O)c2cc3c4ccccc4n(C)c3s2)c(=O)n(-c2ccccc2)n1C (centres undefined),4,-21
COc1ccc(OC)c(NC(=O)C2COc3ccccc3O2)c1 (centres undefined),12,3
CC(C)C1CC(c2csc(N)n2)CCO1 (centres undefined),8,-13
CC1CCC2(CC1)NC(CO)(CO)CO2 (centres undefined),-4,8
C=C(C)C1Cc2c(C)nn(-c3cccc4ccccc34)c2C1 (centres undefined),-9,-17
O=c1[nH]c(CN2CCN(c3ccc(F)cc3)CC2)nc2ccccc12,-2,1
Cc1nc2nc3c(c(=O)n2[nH]1)CCCC3,-3,-8
Cn1c(SCC(=O)NCCc2ccccc2)nnc1-c1ccco1,1,0
C=CCc1ccccc1OCC(O)CN(CC)CC (centres undefined),1,-21
COc1cc(OC)cc(C(=O)NCCNC(=O)c2ccccc2)c1,-1,-6

# (listing goes on)
SMILES,esBAF inh,RAD54 branch
CC(C)(C)OC(=O)NCC12C=CC(O1)C1C(=O)N(Cc3ccccc3)C(=O)C12 (centres undefined),2,2
Cc1ccc(NC(=O)c2ccc(-c3nn(C)c(=O)c4ccccc34)cc2)c(C)c1,4,0
CC(=O)Cc1nsc(NC(=O)c2cc(-c3cccc(C(F)(F)F)c3)oc2C)n1,-1,1
CCOC(=O)C1CCN(c2nnc(N3CCCC3=O)s2)CC1,14,-17
COCCNS(=O)(=O)c1cc(-c2nn(C)c(=O)c3ccccc23)ccc1C,-4,4
O=c1[nH]c(CN2CCN(CCO)CC2)nc2ccccc12,-6,5
O=C(Cn1ccc2ccccc2c1=O)NCCC(=O)Nc1cccnc1,-2,0
O=C(CSc1ccc2nnc(-c3ccc(F)cc3)n2n1)NCc1ccco1,-7,7
Cc1cccc(C(=O)N2CCN(c3ccccn3)CC2)c1,3,-2
COc1ccccc1Cn1c(=S)[nH]c2cc(C(=O)NCCN3CCOCC3)ccc2c1=O,-6,-2
Cc1ccc2cc3c(NC(=O)C(C)C)nn(C)c3nc2c1,4,-10
O=S1(=O)NC2CCCCCN2c2ccc(F)cc21 (centres undefined),-5,-1
CC(C)(C)CC(=O)N1CCC(c2nc3c(nnn3Cc3c(F)cccc3Cl)c(=O)[nH]2)CC1,2,-3
Cn1c(=O)c2c(nc(OC/C=C/c3ccccc3)n2C)n(C)c1=O,-2,-17
c1ccc(C2NCCn3cccc32)cc1 (centres undefined),-2,-10
CC(C)(C)NS(=O)(=O)c1ccc(NC(=O)C(Sc2ccccc2)c2ccccc2)cc1 (centres undefined),-1,0
O=C(c1ccc(Cn2c(=O)[nH]c3ccccc3c2=O)cc1)N1CCN(c2ccccc2)CC1,-3,4
COc1c(C)cccc1C(=O)NC(=S)Nc1ccc2c(c1)Cc1ccccc1-2,16,-9
O=C(COC(=O)c1ccc(NS(=O)(=O)c2ccc3c(c2)OCCO3)cc1)NC1CC1,-2,-7
Cc1ccc(C(=O)Nc2cc3c(cc2Cl)OCCCO3)cc1,69*,-8
COc1ccccc1NC(=O)NC(N)=O,-7,7
CCOC(=O)c1oc2nc(C(C)C)c3c(c2c1N)CC(C)(C)OC3,0,1
CSc1nc2cc(F)c(F)cc2n1C,-6,-6
N#Cc1c(N)oc(-c2ccc3c(c2)OCO3)c1-c1ccc2c(c1)OCO2,16,-19
Cn1c(SCc2ccccc2)nnc1-c1cnccn1,?,9
COc1ccc2nc(C)cc(SCC(=O)N/N=C/c3cccc4ccccc34)c2c1,7,5
Cc1cc(NC(=O)CSc2nnc3c(C)cc4c(C)ccc(C)c4n23)no1,6,9
CC1=C(C(=O)OCC2CCCO2)C(c2cccc(C(F)(F)F)c2)C2=C(CC(c3ccco3)CC2=O)N1 (centres undefined),5,0
Oc1ccc(Cl)cc1CNc1ccc(Br)cn1,75*,-6
COc1ccc2c(=O)c3c(=O)n(Cc4ccco4)c(-c4cc(OC)c(OC)c(OC)c4)nc3oc2c1,9,-3
O=C(O)c1cccc(S(=O)(=O)Nc2ccc3oc(=O)sc3c2)c1,-8,-2
CCOc1ccc(NCc2nnc(SCc3ccccc3Cl)n2-c2ccccc2)cc1,2,7
COCCNC(=O)c1ccc2c(=O)n(Cc3ccco3)c(SCC(=O)NC3CCCCC3)nc2c1,5,9
Cc1nc2c(c(=O)n1CCC1=CCCCC1)c1nc3ccccc3nc1n2/N=C/c1ccco1,6,6
C=CCn1c(SC(C)C(=O)NC2(C#N)CCCCC2)nnc1-c1ccc(OC)cc1 (centres undefined),-1,6
COc1ccc(CCNC2CC(C)N(C)CC2C)cc1OC (centres undefined),3,5
CCOC(=O)c1ccc2c(c1)N(CC)C(=O)c1ccccc1S2,-3,-12
COc1ccc(C)cc1NC(=O)CN1C(=O)c2cccc3cccc1c23,-1,2
COc1ccc(C(=O)NC(=O)COC(=O)C2COc3ccccc3O2)cc1 (centres undefined),-1,-6
Cc1ccc(CNc2cnccn2)cc1,-2,6
CCn1c(COc2ccc(C(C)C)cc2)nnc1SCC(=O)Nc1nccs1,8,-8
C=CCn1c(SCC(=O)O)nnc1-c1cccc(Cl)c1,-4,-5
CCOC(=O)C1CCN(C(=O)c2cccnc2)CC1,-6,1
CNCc1ccccc1Sc1ccc(OC)c(OC)c1,-1,-11
Cc1cc(=O)oc(C)c1C(=O)N[C@@H]1CCCCNC1=O,-9,0
COc1ccc(CN(C(=O)CSc2nnc(-c3ccccc3C)o2)c2ccc(F)cc2)cc1,2,2
O=c1oc2c(CN3CCOCC3)c(O)c(Cl)cc2c2c1CCC2,11,-4
CCn1c(CSc2nc3ccccc3s2)nnc1SCC(=O)OC(C)(C)C,15,3
COc1cccc(NC(=O)C2CCN(S(C)(=O)=O)CC2)c1,2,-8
O=C(NCCC1=CCCCC1)NC1CCCCC1,16,-6
O=C(CCc1ccccc1)Nc1ccc(NC(=O)c2ccco2)nc1,36,9
CCCCCn1c(SCC(=O)OCC)nc2cc(C(=O)N3CCC(C(N)=O)CC3)ccc2c1=O,-1,-2
Cc1ccc2nc3c(cc2c1)CN(Cc1ccco1)C(=NCC1CCCO1)S3 (centres undefined),-25,-7
O=C(Cc1ccccc1)NCCS(=O)c1ccc(Cl)cc1 (centres undefined),3,-16
COc1ccc(NC(=O)C2CCCN(S(=O)(=O)c3c(C)n[nH]c3C)C2)cc1 (centres undefined),-5,-2
O=S(=O)(Cc1ccccc1Cl)Nc1ccccn1,3,1
OCCN(Cc1ccccc1)CC1CC2C=CC1C2 (centres undefined),-4,4
Cc1ccc2c(C(=O)CN3CCOCC3)c(C)[nH]c2c1,-8,4
Cc1cc(Br)ccc1NC(=O)CCN1C(=O)c2ccncc2C1=O,-12,-3
C=C1N(c2ccc(Cl)cc2)C(=O)OC1(C)C,-11,-1

# Reformatted with two lines to a compound: part of the list above.
# The line under a structure holds: esBAF inh | RAD54 branch
- Cc1ccc(CNc2ccc(N3CCOCC3)c(C(=O)O)c2)s1
  4 | 5
- Cc1ccc(CN(Cc2cc3cc(C)ccc3[nH]c2=O)C(=O)N2CCOCC2)cc1
  -1 | -3
- COc1cc(C(c2nnnn2C2CCCC2)N2CCN(C)CC2)cc(OC)c1OC (centres undefined)
  3 | -8
- O=C(Nc1ccccc1Oc1ccccc1)c1cnccn1
  -3 | -3
- O=c1nc(N2CCOCC2)nc2n1CCO2
  -3 | 4
- CC(C)(C)NS(=O)(=O)c1ccc2c(c1)oc(=O)c1cc(S(=O)(=O)NC(C)(C)C)ccc12
  -8 | 7
- COc1ccc(S(=O)(=O)N2CCn3c2nc2ccccc23)cc1
  0 | 2
- CC(C)(C)NC(=O)c1cc(NC(=O)c2ccco2)cc(NC(=O)c2ccco2)c1
  -7 | -4
- C#CCSc1nsc(SCC#C)c1C#N
  -6 | -3
- O=c1[nH][nH]c(-c2ccccc2)c1C=Nc1cccc(Cl)c1
  -2 | 4
- Cc1cc(C)c(S(=O)(=O)N(C)CC(=O)NC2CCCC2)c(C)c1
  1 | 7
- Cc1c(NC(=O)C(C)OC(=O)c2cc3c4ccccc4n(C)c3s2)c(=O)n(-c2ccccc2)n1C (centres undefined)
  4 | -21
- COc1ccc(OC)c(NC(=O)C2COc3ccccc3O2)c1 (centres undefined)
  12 | 3
- CC(C)C1CC(c2csc(N)n2)CCO1 (centres undefined)
  8 | -13
- CC1CCC2(CC1)NC(CO)(CO)CO2 (centres undefined)
  -4 | 8
- C=C(C)C1Cc2c(C)nn(-c3cccc4ccccc34)c2C1 (centres undefined)
  -9 | -17
- O=c1[nH]c(CN2CCN(c3ccc(F)cc3)CC2)nc2ccccc12
  -2 | 1

# Continued:
SMILES,esBAF inh,RAD54 branch
CC(Sc1nc(N)cc(=O)[nH]1)C(=O)NC1CCCCC1 (centres undefined),0,2
Cc1nnc(SCC(=O)N2CCOCC2)n1C,-3,-4
COc1ccc(Cc2nc(C(=O)Nc3ccc(OC)cc3)cs2)cc1,16,-1
CC(=O)Nc1ccc(S(=O)(=O)N2CCSC2c2ccccc2)cc1 (centres undefined),2,-1
COc1ccc(S(=O)(=O)NCCSC(C)(C)C)c(Cl)c1Cl,-7,-1
O=C(CC1COc2ccccc2O1)NC1CCCCC1 (centres undefined),18,-2
Cc1nn(-c2ccccc2)c2c1C(c1c(C)[nH]c(C#N)c1C)C(C#N)=C(N)O2 (centres undefined),3,-9
Cc1cc(-c2ccccc2C(=O)O)on1,-9,-9
COCCN1Cc2cccc(C(=O)Nc3cccnc3)c2C1=O,-1,6
CCOC(=O)c1c(NC(=O)CC)sc(C(=O)N2CCCCC2)c1C,2,0
